High-throughput results from PubChem BioAssay.
Texas Red fluor: Texas Red region autofluorescence; Compound fluorescence, Texas Red channel, 547/618 nm; stronger effect = higher value; max dye-equivalent concentration, M; 59,000 compounds, 0.06% hits; AID 587; in the data active = max dye-equivalent concentration above about 10 nM; inconclusive = between about 1.1 nM and that limit
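qHTS profiling of intrinsic compound fluorescence; 100 mM Tris pH 8.0; 15 min RT; ex 547 / em 618 nm; response expressed as Texas Red dye-equivalent concentration from six-point plate standard.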
Pol III holo inh: inhibitors of bacterial DNA polymerase III holoenzyme. reconstituted DNA polymerase III holoenzyme replication, biochemical. Potency, µM (highest dose often 57.1 µM), for inactives: at the top dose activity change, negative = inhibition. 71,000 compounds, 0.25% hits. AID 603; note: potency is the fitted concentration of half-maximal effect; % is set by controls: 0 for no effect and ±100 for the full control effect
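Reconstituted *E. coli* holoenzyme (0.35 nM Pol III, 1 nM beta, 154 nM SSB, 2 nM primase) was preincubated with compound for 15 min at RT. Synthesis on 1.4 nM ssM13Gori ran 35 min, then was stopped with PicoGreen/EDTA and read as dsDNA fluorescence.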
Hsp90 Hop PPI: changes Hsp90-Hop TPR2A binding signal, up or down; Potency, µM (series often up to 57 µM), without a hit: at the top dose activity change, negative = inhibition; AlphaScreen TPR2A-His6 binding biotin-Hsp90 C-terminal peptide; 71,000 compounds, 0.44% hits; active = well fitted curve in either direction with a large enough effect; inconclusive = small, poorly fitted or top-dose-only effect, or another doubt; note: potency is the fitted concentration of half-maximal effect; % is set by controls: 0 for no effect and ±100 for the full control effect; many of its hits are not listed in these tables
UbGFP stabilizer: ubiquitin-GFP accumulation via proteasome inhibition; 67,000 tested, under 10 active; Ubiquitin-GFP reporter cells, proteasome inhibition, GFP fluorescence; response scale: untreated = 0%, 10 µM MG-132 = 100%; Potency, µM (highest dose often 45.9 µM), without a hit: at the top dose activation (GFP accumulation), most hits filed as activators; active = well fitted activation curve with a large enough effect, not every such curve was filed as active; inconclusive = small, poorly fitted or top-dose-only effect, or another doubt; inactive = no such curve, though single readings can be large or run the other way; note: potency is the fitted concentration of half-maximal effect
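U2OS cells stably expressing ubiquitin(G76V)-GFP, seeded overnight in 0.5% FBS medium, were exposed to compounds (qHTS, 46 uM to 2.9 nM) for 4 hr at 37 °C. GFP-positive cells were counted by laser cytometry (488 ex/515 em), normalized between basal and 10 uM MG-132.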
Rhodamine autofl: rhodamine region autofluorescence; Rhodamine-region fluorescence, 547/598 nm, Tris buffer; stronger effect = higher value; max dye-equivalent concentration, M; 59,000 compounds, 0.05% hits; AID 594; in the data active = max dye-equivalent concentration above about 11 nM; inconclusive = between about 1.1 nM and that limit
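qHTS spectral profiling of compounds without any target or enzyme present, in pH 8.0 Tris buffer; plates were read after a 15-minute room-temperature incubation using the rhodamine-region filter set.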
HADH2 inh: blocks human hydroxyacyl-CoA dehydrogenase type II. Q99714. recombinant HADH2, NADH fluorescence, beta-hydroxybutyryl-CoA. Potency, µM (doses to about 57.1 µM), for inactives: at the highest dose activity change, negative = inhibition, usual class: inhibitors. 73,000 compounds, 3.4% hits; note: potency is the fitted concentration of half-maximal effect; % is set by controls: 0 for no effect and ±100 for the full control effect; nearly all actives have a fitted effect of over 60% in size; many of its hits are not listed in these tables
Target sequence (Q99714 whole entry, looked up, one chain of several): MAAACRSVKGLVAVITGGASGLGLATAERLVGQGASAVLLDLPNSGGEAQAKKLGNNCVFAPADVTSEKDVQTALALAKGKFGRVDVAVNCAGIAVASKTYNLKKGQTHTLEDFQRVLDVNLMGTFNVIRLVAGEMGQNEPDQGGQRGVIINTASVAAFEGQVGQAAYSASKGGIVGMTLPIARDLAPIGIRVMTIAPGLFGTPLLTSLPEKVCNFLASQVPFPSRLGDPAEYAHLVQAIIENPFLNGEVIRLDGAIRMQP
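20 nM HADH2 + cpd, 15 min RT; add 1 mM NAD+/90 uM beta-hydroxybutyryl-CoA; kinetic fluorescence 360/450 nm, 4 min. Tris-HCl pH 9.0, 0.01% Tween-20.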
GFP derepression: epigenetic GFP locus derepression in mouse cells; mouse C127i GFP locus derepression, cytometry, 30 h; Potency, µM (doses to about 46.1 µM), inactives show at the highest dose GFP derepression (activation); 68,000 compounds, 0.09% hits; AID 597; note: % of control where 0% means no effect
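Locus derepression in mouse mammary C127i cells whose integrated CMV-GFP reporter is normally silent; GFP expression after 30 h compound treatment was quantified by counting fluorescent cells.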
HBB splicing: hemoglobin beta splicing modulation. HBB splicing reporter cell assay, activation; EGFP reporter with mutant IVS2-654 intron; response scale: normalised to 500 nM splice-correcting PNA. Potency, µM (top dose mostly 46.1 µM), inactives show at the top dose activation, hits mostly activators. 65,000 compounds, 0.06% hits. AID 925; note: potency is the fitted concentration of half-maximal effect; 0% is about no effect
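Compounds were applied for 2 days to HeLa EGFP-654 cells, 500/well in Optimem with 2% FCS. The reporter's EGFP is disrupted by mis-splicing of beta-globin intron IVS2-654. Readout: summed well GFP fluorescence from 488 nm laser scanning; reference was 500 nM antisense […] 654 PNA.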
Fluorescein fluor: compound fluoresces in the fluorescein spectral region | 59,000 compounds, 0.91% hits | Compound autofluorescence, 480/540 nm, fluorescein-equivalent; stronger effect = higher value | max fluorescein-equivalent concentration, M; in the data active = max fluorescein-equivalent concentration above about 10 nM; inconclusive = between about 1.1 nM and that limit
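Library compounds, added at multiple concentrations to pH 8.0 Tris buffer (100 mM), incubate 15 min at room temperature before CCD imaging at 480 nm excitation and 540 nm emission.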
15-hLO inh: inhibitors of human 15-lipoxygenase (ALOX15); Potency, µM (titrated, usually from 57.1 µM), for inactives: at the top dose activity change, negative = inhibition, most hits filed as inhibitors; 74,000 compounds, 1.4% hits; purified 15hLO-1, xylenol orange hydroperoxide absorbance; note: potency is the fitted concentration of half-maximal effect; % is set by controls: 0 for no effect and ±100 for the full control effect; nearly all actives have a fitted effect of over 55% in size
Target sequence (P16050 whole entry, looked up): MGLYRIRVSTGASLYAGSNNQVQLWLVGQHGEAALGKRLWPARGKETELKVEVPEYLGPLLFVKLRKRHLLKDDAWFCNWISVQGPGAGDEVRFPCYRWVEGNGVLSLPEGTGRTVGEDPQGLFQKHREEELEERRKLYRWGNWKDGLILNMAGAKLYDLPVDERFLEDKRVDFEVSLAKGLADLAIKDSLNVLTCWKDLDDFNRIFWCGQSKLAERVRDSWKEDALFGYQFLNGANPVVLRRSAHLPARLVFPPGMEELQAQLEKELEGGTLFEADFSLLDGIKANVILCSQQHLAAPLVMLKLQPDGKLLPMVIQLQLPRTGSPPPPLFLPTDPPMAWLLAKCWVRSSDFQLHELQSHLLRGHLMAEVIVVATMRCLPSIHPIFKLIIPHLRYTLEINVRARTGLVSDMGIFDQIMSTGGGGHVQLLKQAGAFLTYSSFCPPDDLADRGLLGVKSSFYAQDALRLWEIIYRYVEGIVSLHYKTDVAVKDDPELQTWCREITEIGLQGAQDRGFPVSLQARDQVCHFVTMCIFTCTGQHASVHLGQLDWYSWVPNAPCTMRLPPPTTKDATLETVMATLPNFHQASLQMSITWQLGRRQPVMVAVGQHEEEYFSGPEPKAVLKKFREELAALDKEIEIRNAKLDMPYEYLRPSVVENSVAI
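Hydroperoxide formed from arachidonic acid (50 uM) by purified human 15hLO-1 (40 nM) oxidizes ferrous iron, and the ferric-xylenol orange complex is read at 573 versus 405 nm. Compounds were preincubated 15 min; reaction ran 6 min at room temperature.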
4-MU autofl: compound fluoresces in the 4-MU spectral region | compound autofluorescence, 340/450 nm, 4-MU equivalents; stronger effect = higher value | AID 589 | 59,000 compounds, 11% hits | max dye-equivalent concentration, M; in the data active = max dye-equivalent concentration above about 10 nM; inconclusive = mostly about 1.1 nM to 9.6 nM
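Compounds in 100 mM Tris, pH 8.0, sat 15 min at room temperature before fluorescence was read at 340 nm excitation/450 nm emission; a per-plate six-point 4-MU standard curve converted signals to dye-equivalent concentration at each compound concentration.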
Starred values were filed as active, the others as inactive; i = inactive; ? = inconclusive; / = no result given; & = joins results of further samples; [ ] = dose if it differs, or a comment. Unless noted, calls come from the whole dose curve; as a rule, active = well fitted curve in the direction sought with a large enough effect; inconclusive = small, poorly fitted or top-dose-only effect, or another doubt; inactive = no such curve, though single readings can be large; an effect the other way counts as inactive or inconclusive. Not all compounds are listed; the hit share may differ from the screen's.

SMILES	Texas Red fluor	Pol III holo inh	Hsp90 Hop PPI	UbGFP stabilizer	Rhodamine autofl	HADH2 inh	GFP derepression	HBB splicing	Fluorescein fluor	15-hLO inh	4-MU autofl
Cc1ccc(-c2csc3nc(C)n(-n4c(C)ccc4C)c(=O)c23)o1	?	-3.5%	-8.8%	-0.7%	i	-19.3%	-2.1%	-0.6%	?	-23.8%	i
CCCC(=O)N1c2ccccc2[C@@H](N(C(C)=O)c2ccccc2)C[C@H]1C	i	-9.4%	-4.7%	18.4%	i	-4.5%	0.3%	-1.6%	i	-5.0%	i
Cc1c(C(=O)O)cccc1[N+](=O)[O-]	/	0.2%	-0.3%	/	/	-1.9%	/	0.9%	/	-8.8%	/
Cc1ccc2c(c1)c(C)cc(=O)n2CCC(=O)O	i	-1.6%	5.9%	3.5%	i	-4.4%	-2.5%	-3.3%	?	-19.1%	i
CN(C)c1ccc(/C=C2/C(=O)Nc3ccccc32)cc1	?	-7.5%&-3.0%	?	-0.8%&2.9%	i	-9.2%&-15.6%	1.1%&0.5%	2.1%	i	-9.2%	i
CC(Nc1n[nH]c(=S)[nH]c1=O)C(=O)OCc1ccccc1 (stereo unspecified)	/	-0.5%	-3.9%	-2.0%	/	?	7.5%	-1.2%	/	-18.2%	/
COc1ccc(C2=NOC(C(=O)NCc3ccccc3)C2)cc1 (stereo unspecified)	i	0.4%	-4.3%	13.1%	i	10.6%	4.5%	-2.7%	i	4.2%	i
CCN(CC)S(=O)(=O)c1ccc(Nc2cc(C)nc3ncnn23)cc1	i	-6.4%	0.4%	-3.8%	i	-0.3%	-0.9%	-0.1%[57.5 µM]	i	16.3%	?
O=S(=O)(NC1c2cccc3cccc(c23)C1N1CCNCC1)c1ccccc1 (stereo unspecified)	/	-1.7%	-1.3%	-11.4%	/	13.9%	5.0%	3.6%	/	?	/
CCOC(=O)c1c[nH]c2c(Cl)ccc(Cl)c2c1=O	/	-5.8%	0.0%	-21.6%	/	16.4%	-2.2%	-0.5%[9.22 µM]	/	-5.4%	/
OCCCNCc1ccccn1	i	-10.7%[11.4 µM]	-9.9%[11 µM]	-0.9%[9.17 µM]	i	9.2%[11.4 µM]	0.0%[9.22 µM]	-0.4%[9.22 µM]	?	11.8%[11.4 µM]	i
Cc1cccc(NC(=O)NCC(c2cccnc2)N2CCOCC2)c1 (stereo unspecified)	i	-6.5%	1.4%	-2.3%	i	3.3%	-1.1%	-1.7%	i	2.0%	i
Cn1c(=S)n(/N=C/c2ccc3c(c2)OCO3)c2ccccc21	?	0.3%	-4.8%	-10.0%	i	2.3%	5.1%	-0.2%	i	-0.8%	i
CCCc1cc(=O)n2[nH]c(NCc3ccccc3F)nc2n1	i	5.3%	3.5%	-0.2%	i	1.5%	-4.3%	1.2%[57.5 µM]	?	6.5%	i
COc1ccc(S(=O)(=O)N2CCC(C(=O)N3CCc4ccccc4C3)CC2)cc1OC	/	-2.5%[11.4 µM]	1.6%[11 µM]	9.1%[9.17 µM]	/	-15.8%[11.4 µM]	-1.5%	2.5%[0.0738 µM]	/	-14.5%[11.4 µM]	/
CC(C)Cc1nnc(NC(=O)CCN2C(=O)c3ccccc3C2=O)s1	/	-11.3%	-12.3%	-5.0%	/	?	/	-0.6%	/	-18.5%	/
Cc1cccc(NC(=O)CNc2cc(C)ccc2C)c1	i	2.4%	-4.5%	-2.8%	i	0.6%	2.2%	0.1%	?	7.3%	i
COc1ccc(OC)c(NC(=O)CSc2nc(C)cs2)c1	i	2.4%	-1.6%	-6.4%	i	23.0%	-1.3%	1.0%	?	0.3%	i
O=C(CCN1CCN(CC(=O)Nc2ccccc2F)CC1)Nc1ccccc1F	i	3.5%	-4.5%	-9.3%	i	2.9%	2.3%	0.9%	i	1.5%	i
c1ccc(C(c2nnnn2Cc2cccs2)N2CCN(C3CCCC3)CC2)cc1 (stereo unspecified)	?	-11.4%	-4.5%	-5.1%	i	-10.0%	-3.9%	-3.0%	?	-6.4%	i
Cc1ccc2cccc(S(=O)(=O)Nc3ccc4c(c3)OCO4)c2n1	?	-12.0%	?	3.0%	i	12.7%	11.4%	-2.6%	?	-20.1%	i
COc1ccc(C2CC(O)(C(C)(C)O)NO2)cc1 (stereo unspecified)	i	-4.5%	3.7%	0.0%	i	-4.4%	1.0%	/	i	18.3%	?
CC(=O)N1CCN(S(=O)(=O)c2ccc(C)cc2)C1c1ccc(N(C)C)cc1 (stereo unspecified)	/	2.8%	-8.8%	0.0%	/	-7.4%	-4.1%	0.5%[9.22 µM]	/	3.5%	/
COc1ccc(NC(=O)C2CCCN2C(=O)OCc2ccccc2)c(OC)c1 (stereo unspecified)	i	1.7%	-5.8%	19.2%	i	8.5%	8.2%	0.9%	i	11.5%	i
CCOCCCn1c(=S)[nH]c2cc(C(=O)NCCN(CC)CC)ccc2c1=O	?	-4.3%	-4.2%	-10.0%	i	3.8%	-2.6%	7.1%	?	3.8%	?

(more compounds)
SMILES	Texas Red fluor	Pol III holo inh	Hsp90 Hop PPI	UbGFP stabilizer	Rhodamine autofl	HADH2 inh	GFP derepression	HBB splicing	Fluorescein fluor	15-hLO inh	4-MU autofl
COC(=O)C1=C(C)NC(=O)CC1c1cccc(Cl)c1Cl (stereo unspecified)	/	-3.9%	-3.8%	5.8%	/	10.6%	0.0%	0.2%	/	-2.5%	/
CCOc1ccc2[nH]c(=O)c(CN(CCOC)C(=O)N3CCOCC3)cc2c1	?	-6.4%	0.8%	1.0%	i	7.2%	2.8%	/	i	3.5%	2.52e-07M*
CC(C)Cn1c(N)c(C(=O)COC(=O)c2ccc3ccccc3n2)c(=O)n(C)c1=O	i	5.6%	0.3%	-1.1%	i	15.9%	-1.3%	-0.4%[57.5 µM]	?	-8.3%	i
CCOC(=O)c1[nH]c(C)c(CN(Cc2ccco2)C(=O)C(F)(F)F)c1C	i	-4.6%	-2.9%	6.5%	i	3.0%	-4.4%	-1.0%	i	-12.8%	i
COc1ccccc1-c1nc(-c2cccc(C)c2)no1	i	6.0%	?	-3.1%	i	8.7%	0.8%	0.8%	i	-5.0%	i
Cc1c(C(=O)NCCN2CCOCC2)oc2ccccc12	i	-2.8%	-17.7%	-7.5%	i	12.1%	2.7%	0.3%	?	8.6%	i
Cc1ccc(S(=O)(=O)NC2=NCN(Cc3cccnc3)CN2)cc1	?	-1.4%	-4.9%	-3.5%	i	-1.6%	-0.6%	1.9%[57.5 µM]	?	-5.3%	i
Cc1ccnc(NS(=O)(=O)c2cccc3nsnc23)c1	?	-3.7%	-6.5%	-5.1%	i	?	5.7%	-2.3%	?	-15.8%	i
Cn1c(CN2CCCC2)nc2cc(NC(=O)COc3ccc(Cl)cc3)ccc21	i	2.4%	-2.5%	-2.5%	i	6.8%	-4.8%	-0.1%	?	16.8%	i
O=C(CSc1nc2cc(Cl)ccc2s1)NC(=O)NCc1ccco1	i	-0.7%	-5.0%	-4.2%	i	-14.7%	-4.4%	-2.7%	i	-14.3%	i
CC1CCc2c(sc3ncn4c(SCC(=O)NCc5ccco5)nnc4c23)C1 (stereo unspecified)	i	-2.0%	0.3%	-1.9%	i	-10.4%	4.0%	-0.4%[57.5 µM]	?	-14.8%	i
[O-][N+]12CCN(CC1)c1ccccc12	?	-5.7%	-1.6%	0.0%	i	3.4%	7.7%	-1.1%	i	4.3%	i
Nc1nc(N2CCCCC2)nc2ccccc12	i	2.3%	-0.7%	-1.9%	i	0.501µM*	1.6%	-0.9%	i	?	i
COC(=O)C1CCN(C(=O)CCCOc2ccccc2)CC1	i	1.3%	-0.5%	11.2%	i	2.4%	-4.8%	0.2%	i	6.9%	?
Cc1cccnc1NCC(O)COc1ccccc1 (stereo unspecified)	i	-2.9%	-1.9%	6.6%	i	-1.8%	1.6%	-0.2%	i	1.6%	i
COc1ccc(C2/C(=C(\O)c3ccc4c(c3)OCCO4)C(=O)C(=O)N2CCCN(C)C)c(OC)c1 (stereo unspecified)	i	-7.1%	?	-4.3%	i	-3.0%	0.0%	-4.0%[57.5 µM]	i	1.3%	i
Cc1ccc(NC2=Nc3ccccc3CS2)cc1	?	-0.3%	-5.4%	-0.8%	i	3.2%	0.0%	-3.6%	?	3.6%	i
O=C(NCc1cccs1)c1cccnc1C(=O)O	i	5.4%	-21.0%	-5.7%	i	4.5%	0.0%	4.7%	?	-0.7%	i
